Source: PubChem BioAssay (National Center for Advancing Translational Sciences (NCATS))
DT40 TDP1 CPT – DT40-hTDP1 cell growth loss with CPT | chicken DT40 Tdp1-/-;hTDP1 cells + 20 nM CPT, ATP luminescence, 48 h | Potency, µM (highest dose often 46.2 µM), without a hit: at the top dose activity change, negative = growth inhibition, most hits filed as inhibitors | 420,000 compounds, 12% hits; also: nearly all actives have a fitted effect of over 55% in size
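Chicken DT40 Tdp1-/- cells stably complemented with human TDP1 were seeded at 400 cells/well in medium containing 20 nM camptothecin, exposed to pin-transferred compounds, and grown at 37 °C for at least 48 hr. Viability was read as ATP luminescence.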
KAT2A inh – blocks human GCN5L2 histone acetyltransferase; Q92830; Potency, µM (titrated, usually from 58.9 µM), without a hit: top-dose activity change, negative = inhibition, most hits filed as inhibitors; 390,000 compounds, 0.21% hits; GCN5L2 HAT assay, ThioGlo1 CoA-SH fluorescence
Target sequence (Q92830 whole entry, looked up): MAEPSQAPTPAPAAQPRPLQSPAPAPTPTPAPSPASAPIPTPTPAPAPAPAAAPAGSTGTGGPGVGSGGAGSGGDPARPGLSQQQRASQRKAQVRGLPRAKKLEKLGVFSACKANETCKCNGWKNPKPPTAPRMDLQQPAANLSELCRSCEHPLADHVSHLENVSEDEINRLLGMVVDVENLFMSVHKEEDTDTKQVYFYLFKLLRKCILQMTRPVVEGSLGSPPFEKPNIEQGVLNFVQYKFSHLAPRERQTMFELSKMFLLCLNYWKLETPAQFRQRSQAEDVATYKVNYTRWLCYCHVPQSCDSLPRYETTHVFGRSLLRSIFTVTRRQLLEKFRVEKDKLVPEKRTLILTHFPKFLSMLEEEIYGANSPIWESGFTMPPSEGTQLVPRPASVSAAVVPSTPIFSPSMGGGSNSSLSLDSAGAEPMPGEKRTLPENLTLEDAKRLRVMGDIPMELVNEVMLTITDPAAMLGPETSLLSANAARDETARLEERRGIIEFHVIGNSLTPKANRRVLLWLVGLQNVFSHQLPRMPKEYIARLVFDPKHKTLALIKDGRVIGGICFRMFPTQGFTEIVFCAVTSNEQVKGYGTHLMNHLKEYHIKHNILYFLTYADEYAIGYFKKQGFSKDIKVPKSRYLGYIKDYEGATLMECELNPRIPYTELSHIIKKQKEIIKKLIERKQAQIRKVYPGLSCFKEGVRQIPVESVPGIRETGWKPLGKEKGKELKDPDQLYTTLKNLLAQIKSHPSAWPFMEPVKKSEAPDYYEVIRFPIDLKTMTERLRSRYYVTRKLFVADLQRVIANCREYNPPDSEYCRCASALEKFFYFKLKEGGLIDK
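Enzyme at 20nM final was mixed with library compounds for 15 min at room temperature. Peptide H3(1-25) at 75uM, acetyl-CoA at 70uM and ThioGlo1 at 50uM were then added. Plates were read immediately and after 20 min (Ex340nm/Em540nm).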
DT40 TDP1 no CPT – qHTS for Inhibitors of human tyrosyl-DNA phosphodiesterase 1 (TDP1): qHTS in cells in absence of CPT; 420,000 compounds, 15% hits; DT40 Tdp1-/- hTDP1 cells, no CPT, ATP luminescence, 48 h; AID 686978, 2013; Potency, µM (top dose mostly 46.2 µM), inactives show at the highest dose activity change, negative = growth inhibition, most hits filed as inhibitors; also: nearly all actives have a fitted effect of over 55% in size
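Chicken DT40 Tdp1-/- cells stably complemented with human TDP1 were seeded at 400 cells/well with DMSO in place of 20 nM camptothecin. After compound pinning, cells grew at least 48 hr at 37 °C; viability read by CellTiter-Glo luminescence.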
* marks the source's active call; other numbers are inactive results; ? = inconclusive; · = no result given; & = joins results of further samples; [ ] = dose if it differs, or a comment. Calls follow the shape of the dose curve; as a rule, active = well fitted curve in the direction sought with a large enough effect; inconclusive = small, poorly fitted or top-dose-only effect, or another doubt; inactive = no such curve, though single readings can be large; an effect the other way counts as inactive or inconclusive. % is scaled to controls: 0 for no effect and ±100 for the full control effect; potency is read from the fitted curve at half-maximal effect.

Below each SMILES: DT40 TDP1 CPT	KAT2A inh	DT40 TDP1 no CPT
> COc1cc(NC(=O)[C@@H]2CCCN(S(=O)(=O)c3cccc4cccnc34)C2)cc(OC)c1OC
 : 10µM*	-12%	13µM*
> O=C(C1CCN(c2ncnc3c2nc2n3CCCCC2)CC1)N1CCN(c2ccc(F)cc2)CC1
 : ?	-9%&-5%	12µM*
> COc1ccc(CCCN2CCC(CN3CCNC(=O)C3=O)CC2)cc1OC
 : ?	·	-10%
> Cn1nnc(NC(=O)CSc2ccc(Cl)cc2)n1
 : -25%	4%	-26%
> CCN(CC)c1ncnc2c1ncn2[C@H]1CN(Cc2ccncc2)C[C@@H](CO)O1
 : -9%	·	?
> Cc1nn2c(nc(N3CCOCC3)c3ccccc32)c1C=C(C#N)C#N
 : -6%	1%	-29%
> Cc1cccc(CCN(CC(=O)NC2CCCCC2)C(=O)c2csnn2)c1
 : 10%	-9%	-17%
> CCn1c2ccccc2c2cc(NC(=O)c3ccccc3[N+](=O)[O-])ccc21
 : 21µM*	-12%	23µM*
> Cc1cccc(C(=O)Nc2cccc(OCc3cc(=O)n4cccc(C)c4n3)c2)c1
 : 9%	-12%	-6%
> O=C1NC[C@H](CCCCN2C[C@H](Cc3ccccc3)N(CCC3CCCCC3)C(=O)C2=O)N(CCc2ccccc2)C1=O
 : ?	·	?
> CC(=O)Nc1ccc(NC(=O)C2CCN(C(=O)c3cccs3)CC2)cc1
 : 23µM*	-3%	-11%
> N/N=C(/Cc1nc2ccccc2[nH]1)c1ccc([N+](=O)[O-])cc1
 : 26µM*	-6%	?
> CCOC(=O)c1cc(S(=O)(=O)N2CCOCC2)cn1C
 : 24%	-6%	-14%
> O=c1c2cc(N3CCOCC3)ccc2[nH]c(=S)n1CCCN1CCCCC1
 : 6%	-19%	3%
> Cc1ccc(CNC(=O)CCC(=O)N2Cc3ccccc3Oc3ncccc32)cc1
 : -17%	29%	-22%
> Cc1ccccc1Nc1ncnc2c1cnn2Cc1ccccc1
 : ?	-3%	?
> Cc1cc(N)n(-c2ncnc3scc(-c4ccc(Cl)cc4)c23)n1
 : -1%	-5%	-21%
> COc1ccc(/C=C(/C#N)C(=O)Nc2ccccc2C)cc1C(=O)O
 : -7%	25%	-19%
> CC(=O)N1N=C(N)SC1c1ccc(Cl)c(Cl)c1 (stereo not given)
 : -25%	·	?
> CS(=O)(=O)Nc1cccc(-c2cc(Nc3ccccc3)ncn2)c1
 : ?	-2%	?
> Cn1nnnc1SCc1csc(Nc2ccccc2)n1
 : -21%	-2%	?
> COc1cccc(C(=O)Nc2ccc3c(c2)C(=O)N(CCC(=O)O)C3=O)c1
 : -10%	-5%	2%
> O=C(Cn1nnc(-c2ccccc2)n1)Nc1cccc(S(=O)(=O)N2CCOCC2)c1
 : ?	0%	12µM*
> CCOC(=O)/C(C#N)=C/Nc1ccccc1NS(=O)(=O)c1ccc2c(c1)OCCO2
 : -11%	1%	-16%
> CCOc1ccc(Nc2oc(-c3ccc(COc4ccccc4C)o3)nc2C#N)cc1
 : ?	-7%	?
> Cc1ccc(Cl)cc1N1CCN(c2ncnc3c2nc2n3CCCCC2)CC1
 : ?	-10%	?
> Cc1ccccc1CCNC(=O)c1ccc(NC(=O)N2CC(C)Sc3ccccc32)cc1 (stereo not given)
 : 18µM*	2%	7.3µM*
> CCOc1ccc(N(CC(=O)NCC2CCCO2)S(=O)(=O)c2ccc(Cl)cc2)cc1 (stereo not given)
 : -28%	-1%[0.501 µM]	-13%
> NNC(=O)[C@H](Cc1ccccc1)NC(=O)NCCc1ccccc1
 : -6%	-3%	24%
> O=C(/C=C/c1ccc([N+](=O)[O-])cc1)OCC(=O)N1CCOCC1
 : -20%	-2%	-3%
> CCOC(=O)CCCCC(=O)c1[nH]c(=O)[nH]c1CSc1nc2ccccc2[nH]1
 : 2%	-4%	-7%
> Cc1cc(S(=O)(=O)N(Cc2ccc(C(C)(C)C)cc2)Cc2cccs2)ccc1-n1cnnn1
 : ?	-15%	?
> Cc1oc2nc(SCCCC(=O)NCCO)nc(N)c2c1C
 : -3%	-5%	-16%
> Cc1ccc(-n2nc3c(=O)n(CC(=O)NC4CCCCCC4)nc(C)c3c2C)cc1
 : ?	-1%	-1%
> CC(=O)Nc1sc(C)c(C)c1C(=O)OCC(=O)NC(C)c1ccccc1 (stereo not given)
 : ?	-1%	?
> O=C(CSc1nnc(Cc2cccs2)n1Cc1ccco1)Nc1cc(Cl)cc(Cl)c1
 : 26µM*	-22%	?
> Cn1cnnc1SCCC(=O)Nc1ccccc1
 : 2%	-9%	4%
> CCc1cc(-c2[nH]ncc2-c2ccc3c(c2)OCO3)c(O)cc1O
 : 18µM*	-2%	11µM*
> CCc1ccc2nc(N(CCN(C)C)C(=O)c3ccc4ncsc4c3)sc2c1
 : 0%	-10%	-26%
> COc1cc(C(=O)C(=O)N2CCN(c3ccccc3)CC2)cc2ccccc12
 : ?	·	?

Limited to DT40 TDP1 no CPT (4 entries from above):
molecule	DT40 TDP1 no CPT
O=C(CSc1nnc(Cc2cccs2)n1Cc1ccco1)Nc1cc(Cl)cc(Cl)c1	?
CCOC(=O)CCCCC(=O)c1[nH]c(=O)[nH]c1CSc1nc2ccccc2[nH]1	-7%
O=C(C1CCN(c2ncnc3c2nc2n3CCCCC2)CC1)N1CCN(c2ccc(F)cc2)CC1	12µM*
NNC(=O)[C@H](Cc1ccccc1)NC(=O)NCCc1ccccc1	24%

The results go on.
Below each SMILES: DT40 TDP1 CPT	KAT2A inh	DT40 TDP1 no CPT
> C[C@H](NC(=O)c1ccccc1Cl)C(=O)OCC(=O)N1CC2(C)CC1CC(C)(C)C2 (stereo not given in full)
 : 1%	-4%	27%
> C#CCNC(=O)C1=C[C@H](c2csc3ccccc23)C[C@H](OCc2ccc(CO)cc2)O1
 : ?	1%	16µM*
> CC(C)NC(=O)C1CCN(C(=O)N2CC(C)Oc3ccccc32)CC1 (stereo not given)
 : 10%	-6%	-8%
> O=C(Nc1ccc(Cl)c(NC(=O)c2cccs2)c1)c1ccco1
 : -10%	-9%	?
> CC(C)NC(=O)CN(c1cccc([N+](=O)[O-])c1)S(=O)(=O)c1ccccc1
 : 35%[activator]	1%	-8%
> COc1ccc(Cl)cc1-c1nc(SCC(=O)NC(C)(C)C)n[nH]1
 : 3%	-13%	?
> Cc1c(C#N)c2ccccc2n1CC(=O)O
 : -2%	-4%	-16%
> CCCn1nnc2ccccc2c1=O
 : -9%	0%	2%
> CCOC(=O)c1cc(C#N)c(N)nc1C
 : -2%	-1%	-16%
> NNC(=O)CCn1c2ccccc2c2ccccc21
 : -22%	-3%	?
> CCC1CCCCN1CCCNC(=O)c1ccc2c(c1)N(Cc1ccc(Cl)cc1)C(=O)c1ccccc1S2(=O)=O (stereo not given)
 : 23µM*	-3%	23µM*
> Cc1ccc(-n2ncc(C(=O)NCCc3c[nH]c4ccccc34)c2C2CCN(C(=O)OC(C)(C)C)CC2)cc1C
 : 16µM*	-17%	?
> Cc1csc(=O)n1CC(=O)Nc1ccc(C(C)C)cc1
 : -10%	1%	-25%
> COc1cccc(NC(=O)Cn2c(=O)n(CCC(=O)NCCc3ccc(Cl)cc3)c(=O)c3ccccc32)c1
 : -21%	-1%	-29%
> Cc1ccc(NC(=O)N2CCC(c3ccccc3)C2)cc1C (stereo not given)
 : -19%&-1%	-7%&-1%	?
> CC(=O)Nc1ccc(S(=O)(=O)NCc2ccncc2)cc1
 : 9.2µM*	-8%	9.2µM*
> COc1ccc(N2CCCC2=N)c(OC)c1
 : -1%	-8%	-18%
> COc1ccc(CC(=O)NNC(=O)c2cccnc2)cc1OC
 : -12%	-2%	-14%
> Cc1ccc(OCC(=O)Nc2ccc(N3CCN(S(C)(=O)=O)CC3)cc2)c(C)c1
 : 1%	2%	3%
> COc1ccc(Cl)cc1NC(=O)c1cccc(S(=O)(=O)Nc2c(C)n(C)n(-c3ccccc3)c2=O)c1
 : -24%	·	-30%
> CC(=O)NC(Cc1ccc(C)cc1)C(=O)NC1CCN(C(=O)c2cnccn2)CC1 (stereo not given)
 : -5%	-2%	-1%
> NS(=O)(=O)c1ccc(CCNC(=O)CNC(=O)COc2ccccc2)cc1
 : 5%	-14%	-3%
> C=CCn1c(C(C)NC(=O)c2ccc(C)cc2)n[nH]c1=S (stereo not given)
 : -7%	-1%	-15%
> Cc1cc2nc(-c3ccco3)c(Cc3cccc(F)c3)n2c(C)c1Br
 : 16µM*	·	16µM*
> COc1cccc(NC(=O)CN2C(=O)NC(C)(CC(C)C)C2=O)c1 (stereo not given)
 : 4%	-12%	-4%
> CCc1nnc(NC(=O)CSc2nnc3scc(-c4ccc(C)cc4)n23)s1
 : -24%	·	-15%
> O=C(NCC(=O)N1CCN(c2ncccn2)CC1)c1ccccc1OC(F)F
 : 3%	-5%	-23%
> O=C(Nc1ccc(C(=O)N2CCCC2)cc1)c1ccccc1Br
 : -8%	-23%	-5%
> COc1cccc(NC(=O)CCCCCn2nnc3ccccc3c2=O)c1
 : -8%	1%	-14%
> COCCNc1cc(C)nc2ccccc12
 : -10%	-7%	-16%
> CC(=O)c1c(C)[nH]c(C(=O)OCC(=O)N2CCc3ccccc3C2)c1C
 : 23µM*	2%	16µM*
> CC(=O)Nc1cncc(-c2ccccc2N(C)C)n1
 : -7%	·	-17%
> CCOC(=O)Cc1cc(=O)n2[nH]c(C)c(C#N)c2n1
 : -2%	-1%	-10%
> [O-][n+]1c2c(nn1-c1ccccc1)/C(=N/O)CCC2
 : -1%	-3%	23%
> CN(Cc1ccc(Cl)c(Cl)c1)C(=O)C1CSC2(C)CCC(=O)N12 (stereo not given)
 : 15µM*	-1%	15µM*
> Nc1ncnc2c1ncn2C1C=C(CO)C(O)C1O (stereo not given)
 : 0.037µM*	·	0.16µM*
> O=C(CN1C(=O)c2ccccc2C1=O)OCc1nc2ccsc2c(=O)[nH]1
 : -2%	0%	10%
> CCCOc1ccc(-c2c(C(=O)N/N=C/c3ccco3)nnn2-c2nonc2N)cc1
 : ?	-5%	?
> FC(F)(F)c1cc(CCN2CCNC[C@@H]2CC2CCCCC2)cc(C(F)(F)F)c1
 : 23µM*	-6%	?
> O=C(O)c1cccc2c1-c1c(cccc1[N+](=O)[O-])C2
 : -16%	·	-9%
> CCOc1ccccc1NC(=O)COc1ccc2ccc(=O)oc2c1
 : 1%	-2%	1%
> Cc1ccc(N=Nc2ccc(O)cc2)c(Br)c1
 : 4%	-16%	4%
> CCCCC(=O)Nc1cc(NC(=O)CCCC)cc(C(=O)O)c1
 : 1%	-12%	2%
> CCn1c(SCC(=O)N2CCC(C(N)=O)(N3CCCCC3)CC2)nc2ccccc2c1=O
 : -20%	·	-20%
> O=C(Cc1ccccc1)NCC(=O)Nc1ccccc1Br
 : 8%	0%	-23%
> O=C(Nc1ccc2oc(=O)ccc2c1)c1ccc(-c2cccc(Cl)c2)o1
 : 8.2µM*	3%	?
> O=C(Cn1cc([N+](=O)[O-])cn1)Nc1nccs1
 : -3%	0%	10%
> COc1ccc(-c2noc(N3CCC(C(=O)NCCCN4CCCCC4)CC3)n2)cc1
 : 3%	-14%	-10%
> COC(=O)[C@@H]1C[C@@]2(O)[C@@H](O)[C@@H](O)[C@@H](O)C[C@H]2N1C/C=C/c1ccccc1
 : -1%	17%	-4%
> COc1ccc(CNC(=O)c2csnn2)cc1
 : -17%	-2%	-12%
> N#Cc1cccc(-c2nc3cnc(Oc4cccc(Cl)c4)nc3n(C3CC3)c2=O)c1
 : 0%	-12%	-11%
> O=C(O)c1cc(Cl)c2c(c1)[C@@H]1C=CC[C@@H]1[C@H](c1ccc(S(=O)(=O)N3CCOCC3)cc1)N2
 : 3%	?	6%
> Cc1ccc2nc(SCc3nc(-c4ccc(Cl)cc4)no3)[nH]c2c1
 : 16µM*	-12%	23µM*
> COC(=O)c1sc2ccccc2c1NC(=O)c1ccc(S(=O)(=O)N2CCCCC2C)cc1 (stereo not given)
 : ?	-11%	?
> Cc1c(CCNC(=O)c2c(F)cccc2F)sc2nc(-c3ccc(F)cc3)nn12
 : -30%	-5%	?
> O=C(c1noc2c1CCCC2)N1CCc2ccccc2C1
 : ?	-5%	?
> Cn1c(Cl)c(/C=N/OC(=O)c2ccccc2Cl)c2ccccc21
 : -22%	0%	?
> Cc1cc(C)nc(N/N=C/c2c(CO)cnc(C)c2O)n1
 : 1%	-4%	?
> COc1ccc(/C(O)=C2/C(=O)C(=O)N(c3ccccn3)C2c2cccc(Cl)c2)cc1 (stereo not given)
 : 1%	0%	5%
> CC(C)[C@@H]1COC(c2cccc(C3=N[C@H](C(C)C)CO3)c2)=N1
 : 21µM*	4%	?
> Cc1cccc(C)c1N1C(=O)c2ccccc2NC(=O)C1C(=O)Nc1ccc(N2CCOCC2)cc1 (stereo not given)
 : ?	·	15µM*
